Vif-APOBEC3F blk = Vif-A3F binding inhibition; Potency, µM (highest dose often 46.1 µM), without a hit: at the highest dose activity, negative = active; 0.2% of 390,000 active; HeLa A3F-eYFP + Vif (tagged APOBEC3F with the HIV-1 protein that degrades it), YFP fluorescence increase; note: potency is the fitted concentration of half-maximal effect; % of control where 0% means no effect; nearly all actives have a fitted effect of over 65% in size
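HeLa cells stably expressing Vif plus C-terminally eYFP-tagged A3F were seeded, incubated overnight at 37 deg C, dosed with compound, incubated overnight again at 37 deg C. Yellow fluorescence (Ex 488/Em 500-530) reported blocked Vif-mediated A3F-eYFP degradation.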
LDHA inh = blocks human lactate dehydrogenase A; P00338; purified LDHA, NADH/diaphorase-resazurin fluorescence; stronger effect = lower value; activity change, % (values are at about 110 or 230 µM); 0.15% of 480,000 active; in the data active = activity change below about -30%; inconclusive = mostly about -25% to -30%;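 note: plate controls were DMSO wells for no effect and wells without enzyme for full effect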
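Human LDH5 at 2 nM final in Tris HCl pH 7.4 with 0.06 mM NADH and 0.2 mM pyruvate, reacted 5 minutes at room temperature. Remaining NADH coupled via diaphorase/resazurin; resorufin fluorescence read at 0 and 20 minutes, normalized to enzyme-free and DMSO wells.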
Vif-APOBEC3G blk = inhibitors of Vif-APOBEC3G interaction; 0.076% of 410,000 active; HeLa A3G-eYFP + Vif (tagged APOBEC3G with the HIV-1 protein that degrades it), YFP fluorescence, overnight; Potency, µM (series often up to 46.1 µM), inactives show at the highest dose activity, negative = active, hits mostly inhibitors; Q9HC16; AID 602310;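 note: potency is the fitted concentration of half-maximal effect; % is set by controls: 0 for no effect and ±100 for the full control effect; nearly all actives have a fitted effect of over 60% in size; hits raise eYFP signal because A3G escapes Vif-driven loss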
Target sequence (Q9HC16 whole entry, looked up): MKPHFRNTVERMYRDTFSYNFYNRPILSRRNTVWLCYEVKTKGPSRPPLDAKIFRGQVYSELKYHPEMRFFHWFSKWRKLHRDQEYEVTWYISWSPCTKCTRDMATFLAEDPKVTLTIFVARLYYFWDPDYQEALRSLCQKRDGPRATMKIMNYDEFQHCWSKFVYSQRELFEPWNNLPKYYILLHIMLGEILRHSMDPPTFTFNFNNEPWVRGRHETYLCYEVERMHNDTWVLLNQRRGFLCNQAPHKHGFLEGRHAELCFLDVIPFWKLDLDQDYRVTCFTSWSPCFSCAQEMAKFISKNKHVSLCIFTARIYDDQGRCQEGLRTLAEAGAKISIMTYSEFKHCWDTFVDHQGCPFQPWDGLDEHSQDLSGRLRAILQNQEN
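Read-out is eYFP fluorescence (Ex 488/Em 500-530) from Vif-expressing HeLa A3G-eYFP cells; more signal means A3G escaped Vif-mediated degradation. Cells plated overnight, compound pinned in, incubated overnight at 37 deg C.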
PI4K2A block = PI4K2A (human) kinase inhibition. purified PI4K2A, ADP-Glo luminescence, 1 h; stronger effect = lower value. activity change, negative = inhibition, % at 76.9 µM. 0.13% of 420,000 active; in the data active = activity change below about -50%; inconclusive = mostly about -30% to -49%;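 note: -100% = wells without enzyme as full effect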
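Compounds are screened against recombinant PI4K2A using PI as substrate and ATP, the latter dispensed at 300 microM. Reactions run one hour at ambient temperature before ADP-Glo detection; full inhibition defined by wells lacking enzyme.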
GRP78 ERSR act = induces the endoplasmic reticulum stress response in human glioma cells | U87-MG GRP78 promoter luciferase reporter, 16 h | AID 602332 | 0.02% of 420,000 active | Potency, µM, inactives show at the top dose activation, most hits filed as activators; note: potency is the fitted concentration of half-maximal effect; series mostly up to about 76 µM; % of control where 0% means no effect; nearly all actives have a fitted effect of over 35% in size
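Stably transfected U87-MG human glioma cells carrying a GRP78-based luminescent sensor were seeded at 1000 cells/well, pin-dosed with compounds and incubated 16 h. Luciferase reagent was then added, and end-point luminescence was read after 10 min at room temperature.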
TrxR1 substrate = rat thioredoxin reductase 1 substrate activity. 0.01% of 390,000 active. Potency, µM (titrated, usually from 114 µM), without a hit: at the highest dose activity change, negative = substrate turnover. O89049. AID 588456. purified TrxR1 substrate turnover, NADPH consumption readout; note: potency is the fitted concentration of half-maximal effect; % is set by controls: 0 for no effect and ±100 for the full control effect; nearly all actives have a fitted effect of over 50% in size
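Rat TrxR1, dispensed at 90 nM, was prereduced with 400 uM NADPH (final) for 5 min at ~22 deg C, then incubated with compound 15 min before 400 uM selenite. A first-read NADPH fluorescence drop versus no-compound background flagged substrates.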
USP1 inh = inhibitors of human USP1/UAF1 deubiquitinase. O94782. recombinant USP1/UAF1, Ub-Rhodamine cleavage fluorescence. Potency, µM (series often up to 57.1 µM), inactives show top-dose activity change, negative = inhibition, usual class: inhibitors. 0.23% of 390,000 active. AID 743255; note: potency is the fitted concentration of half-maximal effect; % is set by controls: 0 for no effect and ±100 for the full control effect; nearly all actives have a fitted effect of over 60% in size; inactives centre near -12
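USP1/UAF1 complex at 1 nM was preincubated with compound for 15 min at room temperature, then Ub-Rho substrate (150nM final) was added. Fluorescence (480/540 nm) was read kinetically, 6 reads every 60 seconds.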
RXFP1 ag = RXFP1 (human) receptor agonism | Q9HBX9 | HEK293T-RXFP1 cAMP TR-FRET, 30 min; response scale: percent of porcine relaxin response, buffer zero | Potency, µM (doses to about 57.5 µM), without a hit: at the top dose activation, most hits filed as activators | 0.3% of 370,000 active; note: potency is the fitted concentration of half-maximal effect; % is set by controls: 0 for no effect and ±100 for the full control effect; nearly all actives have a fitted effect of over 60% in size; many of its hits are not listed in these tables
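HEK293T cells stably expressing RXFP1 were pretreated with the PDE4 inhibitor Ro 20174, exposed to compounds for 30 min at 37C, lysed, and cAMP was read by TR-FRET. Data normalized to buffer (basal) and 29 nM porcine relaxin (100%).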
IDH1 R132H inh = blocks human mutant IDH1 R132H enzyme. AID 602179. IDH1-R132H enzyme, NADPH consumption, diaphorase/resazurin fluorescence. 0.093% of 390,000 active. Potency, µM (doses to about 76.6 µM), for the others: at the top dose activity change, negative = inhibition, hits mostly inhibitors. O75874; note: potency is the fitted concentration of half-maximal effect; % is set by controls: 0 for no effect and ±100 for the full control effect; nearly all actives have a fitted effect of over 65% in size
Target sequence (O75874 whole entry R132H, stated change not applied): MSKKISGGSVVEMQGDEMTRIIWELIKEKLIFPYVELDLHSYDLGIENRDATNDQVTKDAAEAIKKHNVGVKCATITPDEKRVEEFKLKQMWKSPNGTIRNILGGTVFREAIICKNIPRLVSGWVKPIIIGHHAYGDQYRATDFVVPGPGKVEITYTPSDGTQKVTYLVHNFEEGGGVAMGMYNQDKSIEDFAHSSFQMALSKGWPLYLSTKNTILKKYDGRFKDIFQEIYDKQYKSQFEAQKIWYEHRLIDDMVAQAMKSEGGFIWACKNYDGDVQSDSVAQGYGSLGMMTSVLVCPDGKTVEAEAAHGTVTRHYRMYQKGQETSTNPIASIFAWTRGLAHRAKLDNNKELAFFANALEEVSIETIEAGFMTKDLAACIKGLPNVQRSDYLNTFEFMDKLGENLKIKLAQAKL
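IDH1-R132H (0.5 ug/mL) preincubated 30 min with compound, then NADPH (0.016 mM) and alpha-KG (2 mM) added; 80 min at RT, pH 7.5. Remaining NADPH coupled via diaphorase/resazurin to fluorescence (540/590 nm); concentration-response curves normalized to no-enzyme control.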
* = called active by the depositor; ? = inconclusive; · = not tested or not shown; [ ] = another dose, or the depositor's remark. Unless noted, calls come from the whole dose curve; as a rule, active = well fitted curve in the direction sought with a large enough effect; inconclusive = small, poorly fitted or top-dose-only effect, or another doubt; inactive = no such curve, though single readings can be large; an effect the other way counts as inactive or inconclusive.

Sample of the layout:
# | compound | USP1 inh | GRP78 ERSR act | TrxR1 substrate | Vif-APOBEC3G blk | LDHA inh | RXFP1 ag | IDH1 R132H inh | PI4K2A block | Vif-APOBEC3F blk
1 | Cc1ccc(CNC(=O)C2CCC(CNS(=O)(=O)c3cccs3)CC2)cc1 (stereo not drawn) | -4% | -6% | -8%[57.1 µM] | -7% | 1 | -1.5% | 8% | -4 | 2%
2 | CCOC(=O)CSc1nc(N2CCOCC2)c2c(c1C#N)CC(C)(C)N(C)C2 | -3% | -5% | -5% | -1% | 13 | 2.2% | 3% | 0 | 2%
3 | Cc1ccc(-n2[nH]c(=O)c(-c3ccccn3)c2C)cc1 | -29% | -15% | 1%[57.1 µM] | -10% | 0 | 2.1% | 7% | 4 | 11%
4 | COc1cc2c(cc1OC)[C@@H](NC(=O)Cc1ccc(F)cc1)[C@H](OCc1ccccc1)C2 | -17% | -2% | 2% | 1% | -16 | · | -17% | -7 | -2%
5 | CC(NC(=O)C1CCN(C(=O)Nc2ccccc2)CC1)c1ccccc1Cl (stereo not drawn) | -14% | 0% | -4% | 2% | -2 | 0.8% | 2% | -5 | -5%
6 | C/C=C/C(=O)Nc1cccc(C2=NOC3(C2)C[C@@H](C(N)=O)N(C(=O)c2cc([N+](=O)[O-])cc([N+](=O)[O-])c2C)C3)c1 (stereo partly drawn) | -9% | 1% | -5% | 4% | 4 | 6.6% | -10%[38.3 µM] | 2 | 3%

The list itself, from the first entry:
# | compound | USP1 inh | GRP78 ERSR act | TrxR1 substrate | Vif-APOBEC3G blk | LDHA inh | RXFP1 ag | IDH1 R132H inh | PI4K2A block | Vif-APOBEC3F blk
1 | Cc1ccc(CNC(=O)C2CCC(CNS(=O)(=O)c3cccs3)CC2)cc1 (stereo not drawn) | -4% | -6% | -8%[57.1 µM] | -7% | 1 | -1.5% | 8% | -4 | 2%
2 | CCOC(=O)CSc1nc(N2CCOCC2)c2c(c1C#N)CC(C)(C)N(C)C2 | -3% | -5% | -5% | -1% | 13 | 2.2% | 3% | 0 | 2%
3 | Cc1ccc(-n2[nH]c(=O)c(-c3ccccn3)c2C)cc1 | -29% | -15% | 1%[57.1 µM] | -10% | 0 | 2.1% | 7% | 4 | 11%
4 | COc1cc2c(cc1OC)[C@@H](NC(=O)Cc1ccc(F)cc1)[C@H](OCc1ccccc1)C2 | -17% | -2% | 2% | 1% | -16 | · | -17% | -7 | -2%
5 | CC(NC(=O)C1CCN(C(=O)Nc2ccccc2)CC1)c1ccccc1Cl (stereo not drawn) | -14% | 0% | -4% | 2% | -2 | 0.8% | 2% | -5 | -5%
6 | C/C=C/C(=O)Nc1cccc(C2=NOC3(C2)C[C@@H](C(N)=O)N(C(=O)c2cc([N+](=O)[O-])cc([N+](=O)[O-])c2C)C3)c1 (stereo partly drawn) | -9% | 1% | -5% | 4% | 4 | 6.6% | -10%[38.3 µM] | 2 | 3%
7 | Cc1nn(-c2ccccc2)c(OC(=O)c2ccc(F)cc2)c1S(=O)(=O)c1ccccc1 | ? | -1% | 9% | 0% | -4 | -0.7% | -11% | 2 | -4%
8 | COc1ccccc1N=C1SCC(=O)N1c1ccccc1OC | -13% | -1% | -10% | 2% | -1 | -2.2% | 0% | -1 | 1%
9 | CC1CN(C(=S)Nc2ccc(F)cc2F)CC(C)O1 (stereo not drawn) | -7% | 3% | -3% | 3% | -2 | -2.1% | 0% | -3 | 2%
10 | Cc1ccc([N+](=O)[O-])cc1NC(=O)C(C)NS(=O)(=O)c1ccc(F)cc1 (stereo not drawn) | -17% | 0% | 3%[57.1 µM] | 0% | -13 | -0.2% | 4% | -2 | 13%
11 | COc1ccc(NC(=O)CSc2nc(-c3ccccc3)[nH]c2-c2ccccc2)cc1OC | 7% | 1% | 2% | 0% | -1 | -1.0% | 5% | -3 | 3%
12 | COc1cc(CNCCCN2CCOCC2)ccc1OCC(=O)NC(C)(C)C | -23% | -3% | -1% | 0% | -6 | -0.7% | 18% | 4 | 5%
13 | CN1CCN(Cn2cc(/C=C/C(=O)c3ccccc3)c3ccccc32)CC1 | -22% | 0% | -6% | ? | 0 | 1.8% | 5% | 8 | -10%
14 | Cc1cccc(CN2CCC(C(=O)Nc3ccc(-n4nc(C)cc4C)cc3)CC2)n1 | -13% | -1% | -4% | -2% | -2 | 3.7% | 1% | 1 | -4%
15 | O=S(=O)(c1cccc(COc2c(Cl)cccc2Cl)c1)N1CCOCC1 | -11% | -1% | -7%[57.1 µM] | -4% | 4 | 1.2% | 2% | 6 | 3%
16 | O=C(Nc1ccc2c(c1)OCO2)Nc1ccc(Br)cn1 | -8% | 6% | -4% | 0% | 11 | -0.8% | 7% | 2 | -11%
17 | FC(F)(F)c1cccc(Oc2nc(-c3ccccc3)nnc2C(F)(F)F)c1 | -16% | 0% | -10% | 4% | 2 | 3.9% | 15% | 3 | -11%
18 | Cn1cc(Cl)c(C(=O)NNC(=S)Nc2cccc(Cl)c2)n1 | -9% | 2% | -2%[57.1 µM] | 0% | 1 | 2.9% | 6% | 3 | -8%
19 | O=C(CSc1ccsc1[N+](=O)[O-])Nc1cccc(F)c1 | -15% | -4% | 1% | -26% | -4 | 0.3% | -2% | -4 | ?
20 | Cc1cc(/C=C(/C#N)C(=O)Nc2ccccc2)c(C)n1-c1cccnc1 | -17% | 8% | -5% | 0% | -6 | 0.5% | 7% | 0 | -6%
21 | CC(C)c1ccccc1NCC(=O)N1CCN(Cc2ccccc2)CC1 | -31% | 1% | -2% | -10% | 2 | 2.0% | 10% | 1 | -10%
22 | CC1CCCC(NC(=O)C2CC(=O)N(Cc3ccccc3)C2)C1C (stereo not drawn) | -14% | -6% | 4% | 0% | -2 | -2.2% | 6% | -4 | -4%
23 | Clc1ccc(-c2cc3ccccc3nc2N2CCCC2)cc1 | -16% | -5% | 3%[57.1 µM] | 0% | -2 | 1.3% | -2% | -5 | -6%
24 | COc1ccc(NC(=O)CN2CCC3(O)CCCCC3C2c2cc(OC)ccc2OC)cc1 (stereo not drawn) | -27% | 0% | 3% | 3% | -3 | 1.4% | 10% | -3 | 0%
25 | O=S(=O)(NCC(c1cccnc1)N1CCN(Cc2ccccc2)CC1)c1ccc(F)cc1 (stereo not drawn) | 2% | -2% | -9% | -1% | 0 | -0.5% | 2% | -3 | -1%
26 | C[C@H](CO)N1C[C@H](C)[C@@H](CN(C)C(=O)NC2CCCCC2)Oc2ccc(NS(=O)(=O)c3cn(C)cn3)cc2C1=O | -17% | -2% | 8% | -1% | -5 | · | -9% | -1 | 5%
27 | Cc1ccc(C)c(N2CCN(C(=O)c3c4c(nc5ccccc35)C(=O)N(C3CCCCC3)C4)CC2)c1 | ? | -2% | -4%[57.1 µM] | -1% | -3 | -4.0% | -6% | -6 | 4%
28 | C/C=C(\C)CN1CCCC(N(C)CCc2ccc(OC)c(OC)c2)C1 (stereo not drawn) | -13% | -4% | 14% | 0% | 0 | 4.0% | 0% | -6 | 0%
29 | COc1ccc(OC)c(NC(=O)C2CCCN(S(=O)(=O)c3cccc4nonc34)C2)c1 (stereo not drawn) | -12% | -4% | 2% | -12% | 4 | 1.8% | -1% | -2 | -22%
30 | O=C1CSC(c2ccccc2[N+](=O)[O-])N1c1ccc(O)cc1 (stereo not drawn) | 0% | 0% | -3% | 0% | 3 | 0.1% | -8% | -3 | 2%
31 | O=C(Nc1ccc(Cl)cc1C(=O)NCc1cccnc1)c1ccc(Cl)cc1Cl | -1% | -2% | -8% | ? | 0 | -0.7% | 7% | -2 | -28%
32 | COc1ccc(CNC(=O)C(OC(C)=O)c2ccccn2)cc1 (stereo not drawn) | -15% | -3% | 2% | 2% | -2 | 2.0% | 10% | -2 | -3%
33 | COc1cc(C(=O)OCC(=O)Nc2cc(C)on2)c([N+](=O)[O-])cc1OC | -17% | -2% | 5%[57.1 µM] | -1% | -2 | -0.2% | 11% | 9 | 3%
34 | O=C(N/N=C\c1ccc([N+](=O)[O-])s1)C1COc2ccccc2O1 (stereo not drawn) | -15% | -2% | 2% | -5% | 0 | -0.3% | 1% | 0 | 5%
35 | CCNC(=S)NNC(=O)CC(C)C | -18% | -5% | 10%[57.1 µM] | 0% | -2 | 0.3% | -1% | -7 | -29%
36 | O=C(Nc1nc(-c2ccccc2)cs1)c1cccnc1 | -6% | 3% | 6%[57.1 µM] | 0% | 1 | 0.7% | 2% | 4 | -3%
37 | FC(F)(F)c1ccccc1NC1=NCCC1 | 0% | -8% | 5%[57.1 µM] | 0% | -4 | 2.4% | 6% | 3 | -3%
38 | O=C(C[n+]1ccccc1)N/N=C/c1ccc(C(=O)O)cc1 | 2% | -4% | -6% | 0% | -10 | 0.4% | -23% | -7 | 0%
39 | O=C(c1ccccc1)c1ncc(C(F)(F)F)cc1Cl | -12% | 0% | 4% | -1% | 0 | -0.7% | 5% | -8 | 0%
40 | O=C(NCc1ccc(F)cc1)c1cc(C2CCCCN2C(=O)c2ccc(Cl)cc2)on1 (stereo not drawn) | · | -5% | · | 2% | -7 | · | · | -3 | ·

Source: PubChem (National Center for Advancing Translational Sciences (NCATS))

The list is partial. The share of hits here may be higher or lower than overall.
